DT40 TDP1 CPT: qHTS for Inhibitors of human tyrosyl-DNA phosphodiesterase 1 (TDP1): qHTS in cells in presence of CPT; 12% of 420,000 active; Potency, µM (series often up to 46.2 µM), without a hit: at the highest dose activity change, negative = growth inhibition, actives largely listed as inhibitors; chicken DT40 Tdp1-/-;hTDP1 cells + 20 nM CPT, ATP luminescence, 48 h; active = well fitted inhibition curve with a large enough effect; inconclusive = small, poorly fitted or top-dose-only effect; note: nearly all actives have a fitted effect of over 55% in size
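Chicken DT40 Tdp1-/- cells complemented with human TDP1, 400 cells/well, exposed to compounds plus 20 nM camptothecin for at least 48 h at 37 C; viability read as ATP content by CellTiter-Glo luminescence.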
Active calls of the source: *; ? = inconclusive; [ ] = remark or other dose. % is set by controls: 0 for no effect and ±100 for the full control effect; potency is the fitted concentration of half-maximal effect. An excerpt. The share of hits here may be higher or lower than overall.

SMILES	DT40 TDP1 CPT
O=C(COC(=O)CN1C(=O)C2CC=CCC2C1=O)Nc1cccc([N+](=O)[O-])c1 (stereo not given)	-23%
CC(NC(=O)CN1c2cccc3cccc(c23)S1(=O)=O)c1ccccc1 (stereo not given)	?
COc1ccc(NC(=O)C[C@H]2C(=O)N(Cc3ccccc3)C[C@@H]2c2ccc(OC)cc2)cc1	-5%
O=C(O)c1cccc(NC(=O)c2ccccc2NC(=O)c2cccs2)c1	-13%
COC(=O)[C@]12CCCCC=C1N(Cc1ccco1)C(=O)[C@H](CC(=O)N1CCN(C(=O)c3ccco3)CC1)C2	-29%
CC1=C(C(=O)N(C(C)C)C(C)C)CC(CC(=O)NCCCCc2ccccc2)C(=O)N1Cc1ccc(F)cc1 (stereo not given)	?
Cc1ccc(C(O)c2ncc(-c3ccccc3)[nH]2)c(C)c1 (stereo not given)	?
Cc1ccc(C(NC(=O)C2CCN(CCOc3ccccc3)CC2)c2ccccn2)cc1 (stereo not given)	?
O=C1C=C(OCCF)CC(c2cccc([N+](=O)[O-])c2)O1 (stereo not given)	32%[activator]
O=c1[nH]c2ccccc2n1C1CCN(CCOc2ccccc2)CC1	3.7µM*
COC(=O)[C@H]1C[C@H](OC(=O)Nc2c(C)noc2C)[C@@]2(O)CN(S(=O)(=O)c3ccc(C)cc3)CC2[C@H]1C(=O)OC (stereo not given in full)	-22%
CC(C)CNC(=O)c1ccc(-c2ccc(F)c(F)c2)c2ccoc12	?
CC1(C(=O)NCc2cccc(Cl)c2)Cc2c(-c3ccc4c(c3)OCO4)ccnc2O1 (stereo not given)	26µM*
COc1cccc(-c2cnc(C(O)c3c(C)ccc4ccccc34)[nH]2)c1 (stereo not given)	?
COCCNC(=O)C1CCCN(Cc2ccc(C#N)cc2)CC1 (stereo not given)	-26%
CC(C)(C)c1ccc2cccc(F)c2n1	-21%
O=S1(=O)N[C@H](Cc2ccccc2)COc2cc(N3CCN(Cc4ccccc4F)CC3)ccc21	?
COc1cc(=O)n2c(c1C(=O)NCc1ccco1)CCN(Cc1cccc(Cl)c1)CC2	14%[9.04 µM]
COc1ccc(CN2C(=O)C(CC(=O)NCCN3CCOCC3)CC(C(=O)N3CCCCCC3)=C2C)cc1 (stereo not given)	3%
O=C(Nc1nnc([C@H]2C[C@H](O)[C@@H](CO)O2)s1)c1cccc(Cl)c1	-16%
COc1ccccc1OCC(=O)N/N=C(\C)c1ccc2ccccc2c1	?
c1ccc2c(c1)nnn2-c1ccncc1	?
O=C(CNC(=O)c1ccccc1)OC(C(=O)O)c1ccc(F)cc1 (stereo not given)	?
CC(C)C[C@H]1CNC(=O)C(=O)N1C[C@@H]1CCCN1C[C@H](Cc1ccccc1)N1C[C@H](CC(C)C)N(CCc2ccccc2)C(=O)C1=O	?
CCOC(=O)N1CCN(C(=O)C[C@@H]2C[C@@]3(C(=O)OCC)CCC=C3N(Cc3ccc4c(c3)OCO4)C2=O)CC1	-28%
CCCCCCCCN1C(=O)[C@H](CC(=O)NCc2cccc(C(F)(F)F)c2)C[C@@]2(C(=O)OC)CCCCC=C12	21µM*
CCCS(=O)(=O)NC(=O)C1(C)CCCN(C(=O)c2ccc(C(=O)OC)cc2)C1 (stereo not given)	-3%
CNC(=O)C[C@H]1C(=O)N(CCc2ccccc2)C[C@@H]1CSC	7%
COc1cc2c(cc1OC)CN(C(=O)CSC1=NCCS1)CC2	?
Cc1nc2c(N)nn(C)c2nc1C	4%

By substructure: those above containing fluorine
SMILES	DT40 TDP1 CPT
CC1=C(C(=O)N(C(C)C)C(C)C)CC(CC(=O)NCCCCc2ccccc2)C(=O)N1Cc1ccc(F)cc1 (stereo not given)	?
O=C1C=C(OCCF)CC(c2cccc([N+](=O)[O-])c2)O1 (stereo not given)	32%[activator]
CC(C)CNC(=O)c1ccc(-c2ccc(F)c(F)c2)c2ccoc12	?
CC(C)(C)c1ccc2cccc(F)c2n1	-21%
O=S1(=O)N[C@H](Cc2ccccc2)COc2cc(N3CCN(Cc4ccccc4F)CC3)ccc21	?
O=C(CNC(=O)c1ccccc1)OC(C(=O)O)c1ccc(F)cc1 (stereo not given)	?
CCCCCCCCN1C(=O)[C@H](CC(=O)NCc2cccc(C(F)(F)F)c2)C[C@@]2(C(=O)OC)CCCCC=C12	21µM*

Part of the list above in order of SMILES length, rising:
SMILES	DT40 TDP1 CPT
O=c1[nH]c2ccccc2n1C1CCN(CCOc2ccccc2)CC1	3.7µM*
CNC(=O)C[C@H]1C(=O)N(CCc2ccccc2)C[C@@H]1CSC	7%
O=C(Nc1nnc([C@H]2C[C@H](O)[C@@H](CO)O2)s1)c1cccc(Cl)c1	-16%
CC1=C(C(=O)N(C(C)C)C(C)C)CC(CC(=O)NCCCCc2ccccc2)C(=O)N1Cc1ccc(F)cc1 (stereo not given)	?

(further entries)
SMILES	DT40 TDP1 CPT
COC(=O)C[C@@H]1CC[C@H](NS(=O)(=O)c2cccc(F)c2)[C@@H](CO)O1	-8%
COc1ccc(C(=O)NC2=NCCS2)cc1S(=O)(=O)N1CCOCC1	6%
Cc1cn([C@H]2C[C@H](O)[C@@H](CCC(=O)NCc3cccc4ccccc34)O2)c(=O)[nH]c1=O	2%
OC(c1ccc(-c2ccccc2)cc1)c1ncc(-c2ccc(F)cc2)[nH]1 (stereo not given)	29µM*
CCOC(=O)C1(C)CCCCN1C(=O)c1ccoc1 (stereo not given)	-12%
CCN(CC)c1cc2c(c3c1ccn3C)C1CCC2O1 (stereo not given)	-11%
O=C(COC(=O)c1cccc(-n2cnnn2)c1)c1ccc(F)c(F)c1	-2%
CCc1nc2c(OCc3cccc(Cl)c3)cccn2c1N(C)C(=O)C(C)C	16µM*
O=C(C=Cc1ccc2c(c1)OCO2)C=Cc1ccc2c(c1)OCO2	?
CC(C)Oc1ccc2ccccc2c1CNC[C@H]1O[C@@H](n2ccc(N)nc2=O)[C@H](O)[C@@H]1O	1%
Cc1ccc(S(=O)(=O)NC(=O)C2(C)CCN2C(=O)Cc2ccc(Cl)cc2Cl)nc1 (stereo not given)	-25%
Cc1ccccc1-c1cnc(C(O)c2ccc(C(C)(C)C)cc2)[nH]1 (stereo not given)	?
O=C(Nc1ccccc1)c1cc(C2CCCN(C(=O)c3ccc4c(c3)CCO4)C2)on1 (stereo not given)	2%
Oc1ccc(C[C@@H](CN2CCCC2CN2C(=S)NC[C@@H]2Cc2ccccc2)N2C[C@H](Cc3ccccc3)N(CC3CCCCCC3)C2=S)cc1 (stereo not given in full)	?
CCOC(=O)C1=C[C@@H](C2CCCCC2)N(S(=O)(=O)c2ccc([N+](=O)[O-])cc2)[C@H]1c1ccccc1	21µM*
COCCNC(=O)C1(C)CCN(C(=O)c2oc3ccccc3c2C)C1 (stereo not given)	-17%
CC1(Oc2ccccc2)CCN(Cc2csc3ccccc23)C1 (stereo not given)	?
CC1(C(=O)NS(=O)(=O)c2ccccc2)CCN1C(=O)CC1CCCC1 (stereo not given)	-11%
CCc1noc(C)c1C(=O)N1CCOc2ccc(CN3CCN(c4ccccn4)CC3)cc2C1	8%[9.04 µM]
CCNC(=O)C1(C)CCN(C(=O)c2ccc(C#N)cc2)C1 (stereo not given)	-8%
COc1ccc(S(=O)(=O)N2CCC(C(=O)NCCC(=O)Nc3ccccc3OC)CC2)cc1	-19%
COc1ccc(C(=O)NCCNc2nc3cc(C)cc(C)c3cc2C#N)nc1	-7%
Cc1ccc(C(=O)CCC(=O)N2CCN(C/C=C/c3ccccc3)CC2)cc1	?
C[C@@H]1COc2cc(N3CCC[C@H]3CO)ccc2S(=O)(=O)N1	3%
CN(CCO)c1cccc2c1S(=O)(=O)N[C@@H](Cc1ccccc1)CO2	-19%
COCCN1CCN(C(=O)c2sc3ncnc(NCC4CCCO4)c3c2C)CC1 (stereo not given)	6%
COc1ccccc1N1CCN(S(=O)(=O)c2ccc([N+](=O)[O-])cc2)CC1	?
O=C(CCNC(=O)N1CC(=O)Nc2ccccc21)NCc1cccc(C(F)(F)F)c1	-6%
CCOC(=O)[C@]12CCC=C1N(Cc1ccco1)C(=O)[C@H](CC(=O)NCc1cccs1)C2	-9%
Cc1ccc([C@@H]2C[C@H]3[C@@H](CN2S(=O)(=O)c2ccc(Cl)cc2)C(=O)C[C@@H](c2ccc(Cl)cc2)N3S(=O)(=O)c2ccccc2C)cc1	-21%
COc1cccc(CNc2nc(NCc3ccccc3)nc3ccsc23)c1	2.1µM*
O=C(c1cccs1)N1C[C@@H](O)[C@H](n2cc(C3CC3)nn2)C[C@@H]1c1ccc(Cl)cc1	-3%
Cc1ccc(C=NNC(=O)C(=O)Nc2ccc(Cl)c([N+](=O)[O-])c2)cc1	-20%
C[C@H](CO)N1C[C@H](C)[C@@H](CN(C)C(=O)c2cnccn2)Oc2ncc(Br)cc2C1=O	-5%
O=C1OC2C(O)COC23OC(O)CCC13O (stereo not given)	3%
CC(C)C[C@H]1CN([C@@H](Cc2ccccc2)CN2CCC[C@H]2CN2C(=O)C(=O)NC[C@@H]2Cc2ccc(O)cc2)C(=O)C(=O)N1CC1CCCCC1	?
COc1ccccc1CNc1nc2cc(-c3sccc3C)sc2c(=O)n1C	18µM*
COc1ccccc1-c1cc2c(c(OC)c1)OCCN(C(=O)Cn1nc(-c3ccccc3)c3ccccc3c1=O)C2	23%[9.04 µM]
CC1(C(=O)NS(=O)(=O)c2ccc(Cl)cc2)CCN1C(=O)Cc1ccsc1 (stereo not given)	-18%
CCCCNC(=O)C1(C)CCC(=O)N1CCOC (stereo not given)	1%
Cc1cccc(CN(C)C[C@H]2OCc3cnnn3CCCC(=O)N([C@H](C)CO)C[C@@H]2C)c1	-18%
CCN1C(=O)[C@@H]2[C@@H]3CN(S(=O)(=O)c4ccc(C)cc4)[C@@H](c4ccccc4F)[C@@H]3C(=O)C[C@@H]2C1=O	-9%
Clc1cccc(Cc2c(-c3cccc(Br)c3)nc3ccc(Br)cn23)c1	?
O=C(C[C@H]1CC[C@@H]2[C@H](COC[C@@H](O)CN2Cc2ccc(Cl)cc2)O1)NCCc1ccccc1	-28%
Cc1ccc(S(=O)(=O)N2CCOCC2)cc1NC(=O)COC(=O)C1CCC1	3%
CCCNC(=O)C1(C)CCN(Cc2ccc(Oc3ccccc3)cc2)C1 (stereo not given)	?
Cc1cc(C)c(Cn2c(=O)[nH][nH]c2=O)cc1Cn1c(=O)[nH][nH]c1=O	1%
COc1ccc(CN2CCCC(n3cc(C(=O)NC4CCCC4)nn3)C2)c2ccccc12 (stereo not given)	2%
O=C(NCCc1ccccc1)Nc1nnc([C@@H]2C[C@H](O)[C@@H](CO)O2)s1	4%
CC(NC(=O)C1CCN(CCOc2ccc(Cl)cc2)CC1)c1cccc2ccccc12 (stereo not given)	16µM*
Other compounds follow.
SMILES	DT40 TDP1 CPT
Cc1cccnc1C(NC(=O)C1CCN(CCCOc2ccccc2)CC1)c1ccc(F)cc1 (stereo not given)	?
CN(C)c1ccc(/C=C/CNC[C@H]2O[C@@H](n3ccc(N)nc3=O)[C@H](O)[C@@H]2O)cc1	9%
c1cc(-c2ccc3c(c2)CCO3)n2cnnc2c1	1%
C[C@@H]1CN([C@@H](C)CO)C(=O)CCCn2nncc2CO[C@@H]1CN(C)S(=O)(=O)c1ccc2ccccc2c1	?
O=C(Nc1ccn(CCCN2CCN(Cc3ccc(F)cc3)CC2)c(=O)n1)OCc1ccccc1	21µM*
COc1cccc(-c2ccc(CN3C(C)C(=O)N(Cc4cn(Cc5ccco5)nn4)CCS3(=O)=O)cc2)c1OC (stereo not given)	?
CCN(CC)C(=O)C1=C(C)N(CCCN2CCCC2=O)C(=O)C(CC(=O)NC(c2ccccc2)c2ccccc2)C1 (stereo not given)	-13%
CCCCC1CC2=C(C(=O)OC(C)(C)O2)C(c2ccc(Cl)cc2)O1 (stereo not given)	?
Cc1cccnc1C1=NOC(Cc2ccccc2)C(=O)N1CCOc1ccc(F)cc1 (stereo not given)	16µM*
Cc1ccc(-c2ccnc(-n3ncc(C(=O)NCCN4CCOCC4)c3C3CC3)n2)o1	21µM*
C[C@H]1CCCCO[C@H](CN(C)Cc2ccncc2)[C@@H](C)CN([C@@H](C)CO)C(=O)c2cc(NS(=O)(=O)c3ccccc3)ccc2O1	4%
CN1CCCCC1(C)C(=O)NCc1cc(Cl)ccc1F (stereo not given)	5%
CCCCNC(=O)C1(C)CCC(=O)N1C1CC1 (stereo not given)	6%
CCCn1c(=S)[nH]c2cc(C(=O)N3CCN(c4ccccc4)CC3)ccc2c1=O	-15%
CC1(C(=O)NCc2cccc(C(F)(F)F)c2)CCN1C1Cc2ccccc2C1 (stereo not given)	?
COCC1CCCN(c2nc(CN3CCN(C(=O)c4ccco4)CC3)nc3ccccc23)C1 (stereo not given)	10%[9.04 µM]
COc1ccc(-c2cc(N3CCN(CCO)CC3)n3nccc3n2)cc1	-6%
Cc1cccnc1C(NC(=O)C1CCN(Cc2ccc(Cl)c(Cl)c2)CC1)c1ccc(Cl)cc1 (stereo not given)	3.3µM*
CC1(C)CC(=Cc2cc(O)ccc2[N+](=O)[O-])C(=O)c2ccccc21	?
CCCC(=O)N1CCC1(C)C(=O)NCc1ccc(C(C)C)cc1 (stereo not given)	?
CCc1nc2ccc(C(=O)Nc3ccc(C(N)=O)cc3)cn2c1N(C)CCC(C)C	18µM*
COc1ccccc1Cc1c(C2CCCCC2)nc2cc(C)c(Br)c(C)n12	-21%
O=C(NCc1ccccc1Cl)c1ccc2sc([C@@H]3O[C@H](CO)[C@H](O)[C@H](O)[C@H]3O)nc2c1	-1%
C=CC(=O)O	-25%
CCCCCCCC(=O)CC[C@@H]1[C@@H](C/C=C\CCCC(=O)OC(C)C)[C@@H](O)C[C@H]1O	7.5µM*
COc1ccc(Cc2c(C3CCCCC3)nc3cc(C)c(Br)c(C)n23)c(C)c1	-5%
